# KOR beta-arrestin-1 = kappa opioid receptor blockers – cell-based, luminescence, uHTS (AID 1778) | KOR beta-arrestin recruitment, luminescence, antagonist mode; higher % means a stronger effect | inhibition, % at 10 µM, or IC50 in µM where a hit was titrated | 0.091% of 290,000 active; in the data active = inhibition above about 50%; note: strong numbers were not always called active
# NTR1 agonist = agonists of NTR1, primary screen, imaging, U2OS cells, beta-arrestin-GFP, high content (AID 493036); 0.17% of 330,000 active; NTR1-U2OS beta-arrestin-GFP spot imaging, agonist mode; activation, % at 20 µM; P30989;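 active = activation at or above 40% of the spot to cytoplasm intensity ratio, with at least 20 cells analyzed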;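 note: 0% = DMSO without peptide and 100% = 100 nM NTR1 peptide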
# Target sequence (P30989 whole entry, looked up): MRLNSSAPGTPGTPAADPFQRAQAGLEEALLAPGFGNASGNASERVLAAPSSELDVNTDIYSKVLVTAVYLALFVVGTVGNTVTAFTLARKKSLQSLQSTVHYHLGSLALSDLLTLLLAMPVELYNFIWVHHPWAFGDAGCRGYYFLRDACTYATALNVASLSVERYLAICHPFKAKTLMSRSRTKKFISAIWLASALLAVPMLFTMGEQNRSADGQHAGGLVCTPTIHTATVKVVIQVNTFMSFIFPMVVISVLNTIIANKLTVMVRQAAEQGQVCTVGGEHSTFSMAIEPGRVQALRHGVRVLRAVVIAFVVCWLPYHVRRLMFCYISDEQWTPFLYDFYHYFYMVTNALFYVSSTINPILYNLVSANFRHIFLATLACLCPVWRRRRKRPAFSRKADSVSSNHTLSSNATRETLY
# UTI89 phage lysis = inhibition of K1F phage lysis, E. coli UTI89, bacterial capsule biogenesis inhibitors, alamar blue (AID 488966) | E. coli UTI89 K1F phage lysis, alamar blue, 2 h; higher % means a stronger effect | inhibition, % at 100 µM, or IC50 in µM where a hit was titrated | 0.02% of 340,000 active;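 active = phage lysis inhibition, versus mean bacterial control, above a set limit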;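 note: capsule biogenesis inhibitors block K1F phage lysis so surviving cells raise fluorescence; higher fluorescence means more inhibition of phage lysis; actives were called in the ten point dose series up to 300 µM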
# MgcRacGAP inhibition = MgcRacGAP GTPase-activating activity inhibitors, confirmation, biochemical, ADP Hunter fluorescence; MgcRacGAP-stimulated Rac1 GTP hydrolysis, ADP Hunter fluorescence; higher % means a stronger effect; GST-tagged Rac1 F28L mutant substrate; inhibition, % at 30 µM; hits with a dose series show IC50 in µM; 0.6% of 340,000 active;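 active = first-screen hits whose inhibition reached a set limit at any dose in the follow-up dose series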;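 note: fluorescence reports GDP produced by GAP-driven GTP hydrolysis; strong numbers were not always called active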
# KOR beta-arrestin-2 = kappa opioid receptor activators – cell-based, luminescence, uHTS, primary screen (AID 1777); KOR beta-arrestin recruitment, luminescence; higher % means a stronger effect; 0.02% of 280,000 active; one-dose activation, % at 10 µM; EC50 in µM for titrated hits; in the data active = activation above about 50%, passing the limit was not always enough; note: a part of the inactive calls stands beside numbers as strong as those of hits
# GPR55 beta-arrestin = GPR55 agonists via beta-arrestin recruitment, primary screen, imaging, U2OS cells, beta-arrestin-GFP redistribution (AID 1961). U2OS GPR55 beta-arrestin-GFP redistribution imaging; higher % means a stronger effect. one-dose activation, % at 10 µM; EC50 in µM for titrated hits. 0.048% of 290,000 active;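 active = activation above 40% with more than 50 cells counted in the well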;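 note: U2OS osteosarcoma cells stably expressing GPR55 and beta-arrestin-GFP; plate controls were DMSO negative control for no effect and LPI positive control for full effect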
# GPR55 LPI antagonism = inhibition of LPI-stimulated GPR55 beta-arrestin translocation – imaging, U2OS, beta-arrestin-GFP, LPI agonist, primary screen (AID 2013); U2OS GPR55 beta-arrestin-GFP translocation imaging, LPI antagonism; higher % means a stronger effect; inhibition, % at 10 µM; hits with a dose series show IC50 in µM; 0.13% of 290,000 active;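 active = spots per cell inhibited over 60%, with over 100 cells counted and total cytoplasm intensity under 500,000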;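 note: U2OS cells stably carrying GPR55 and arrestin-GFP stimulated by 5 µM LPI near EC80; imaged beta-arrestin-GFP aggregate spots per cell after agonist stimulation; plate controls were LPI-stimulated DMSO wells for no effect and DMSO wells without LPI for full effect; some results filed as inactive read as strong as hits; confirmed hits need IC50 under 10 µM and bright autofluorescent wells are also inconclusive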
# GPR35 antagonists = inhibition of zaprinast-stimulated GPR35 beta-arrestin translocation – imaging, U2OS, beta-arrestin-GFP, zaprinast agonist, primary screen (AID 2058) | U2OS GPR35 beta-arrestin-GFP translocation imaging, zaprinast antagonism; higher % means a stronger effect | inhibition, % at 10 µM, or IC50 in µM where a hit was titrated | 0.052% of 290,000 active;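 active = inhibition of at least 50% with at least 30 cells and total cytoplasm GFP at most 10,000,000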
# NOD1 NF-kB reporter = inhibition of NOD1-driven NF-kB reporter – cell-based, luminescence, uHTS, primary screen (AID 1578). NOD1-driven NF-kB luciferase reporter cells, luminescence; higher % means a stronger effect. inhibition, % at 4 µM, or EC50 in µM where a hit was titrated. 1% of 290,000 active; in the data active = inhibition mostly above about 36%, no sharp cut-off; inactive = mostly below about 34%;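 note: HEK-293T reporter cells stimulated with the NOD1 agonist gamma-tri-DAP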
# NTR1 agonist cell count 20 µM = further read-out of NTR1 agonist, marked with its call; cell count; measured here: cell count, cytotoxicity flag
# An asterisk follows results filed as active; i = inactive; / = not tested or not shown; [ ] = remark or other dose. Some of the compounds tested. The share of hits here may be higher or lower than overall.
compound	KOR beta-arrestin-1	NTR1 agonist	NTR1 agonist cell count 20 µM	UTI89 phage lysis	MgcRacGAP inhibition	KOR beta-arrestin-2	GPR55 beta-arrestin	GPR55 LPI antagonism	GPR35 antagonists	NOD1 NF-kB reporter
CSc1ccc(-c2nc3cnccn3c2Nc2ccc3c(c2)OCO3)cc1	-3%	4.1	89	0.1%	17%	-6.2%	0.0%	0%	-7%	16%
CCn1nc(NS(=O)(=O)c2ccc([N+](=O)[O-])cc2)c2cc3cccc(C)c3nc21	-12%	3.6	56	-0.5%	6%	3.5%	0.0%	2%	-9%	/
COc1cc(C2NCCC(=O)C2(C)C)cc(OC)c1OC (stereo not given)	-8%	1.2	51	1.9%[50 µM]	13%	1.8%	-0.3%	16%	-5%	-24%
C[C@H](NC(=O)c1nc[nH]c1C(=O)N1CCc2ccccc2C1)C(=O)OC(C)(C)C	1%	0.2	72	-1.0%	-5%	/	-0.1%	-6%	-8%	3%
CC1CN(c2ccc(C(F)(F)F)cc2[N+](=O)[O-])CCN1S(C)(=O)=O (stereo not given)	-24%	4.0	59	-0.2%	-3%	-0.5%	-0.2%	4%	-4%	-30%
O=C(O)c1ccc(CN2C(=O)c3ccc(Oc4ccc([N+](=O)[O-])cc4)cc3C2=O)cc1	0%	1.5	53	-0.1%	2%	-1.7%	-0.2%	1%	-5%	-28%
O=C(CN(c1ccc(F)cc1)S(=O)(=O)c1ccccc1)NC1CCCCCC1	-1%	2.7	66	0.1%	4%	-1.1%	0.3%	-3%	-7%	-40%
COC(=O)c1cc2c(cc1[N+](=O)[O-])OCO2	3%	1.5	77	0.1%	3%	-4.8%	-0.3%	-10%	21%	-21%
CC(=O)Nc1ccc(/C=N/NC(=O)c2cc3cc(C)ccc3nc2C)cc1	-4%	1.1	51	-0.1%	8%	0.9%	0.2%	-10%	6%	10%
COc1ccc(C(=O)CSc2nnc(CC(=O)Nc3ccccc3OC)n2C)cc1	18%	-0.5	60	0.5%	9%	-1.5%	-0.3%	0%	-2%	-11%
Cc1ccc2nc3c(cc(C(=O)NCC4CCCO4)c(=N)n3CCCOC(C)C)c(=O)n2c1 (stereo not given)	-14%	0.6	69	-1.7%	12%	1.1%	-0.1%	4%	7%	-9%
CC(=O)Nc1nc(C)c(Oc2ccc(C)cc2)c(=O)[nH]1	-9%	0.8	50	1.0%	10%	2.0%	-0.2%	8%	16%	19%
CCCCCCCCCCS(=O)(=O)N/N=C/c1ccc(O)cc1	-37%	3.8	82	0.1%	14%	16%	-0.2%	1%	-9%	42%
CCOCc1nnc(NC(=O)c2cc(Cl)ccc2OC)s1	-21%	-5.4	80	2.2%	3%	-1.9%	-0.1%	-6%	-5%	20%
O=C(NCC1CCC(C(=O)O)CC1)c1cccnc1 (stereo not given)	20%	-0.9	49	0.1%	2%	0.4%	-0.2%	-3%	2%	14%
NC(=S)N/N=C1/CCSc2ccc3ccccc3c21	-1%[20 µM]	4.4	43	-0.5%	3%	-7.9%	-0.1%	1%	7%	5%
N#Cc1cc(-c2ccccc2)c[nH]c1=O	-33%	0.0	87	-0.4%	-6%	3.3%	0.0%	-16%	-13%	21%
COc1ccc(CN2C(=O)c3cccnc3C2=O)cc1S(=O)(=O)N(C)c1cccc(C)c1	-16%	-1.3	62	-0.1%	9%	-6.1%	0.2%	12%	-28%	-18%
C=CCNc1sc(C(=O)C(C)(C)C)c(N)c1C#N	22%	-1.2	48	2.9%	5%	-1.9%	-0.1%	1%	5%	/
Cc1ccc(CNC(=O)COC(=O)c2cc3c(s2)CCC(C)C3)cc1 (stereo not given)	-4%	1.8	38	-2.1%	0%	-2.0%	0.5%	-3%	10%	-15%
COc1ccc(OC)c(NC(=O)CSc2nnnn2C2CCCC2)c1	-17%	-1.6	40	-0.2%	-3%	3.7%	0.2%	-4%	11%	26%
COc1ccc(OCC(O)CN2CCN(c3ccccc3)CC2)cc1 (stereo not given)	-40%[20 µM]	-0.3	37	0.2%	2%	/	-0.1%	-2%	2%	-16%
COc1ccc(CCn2c3c(c(=O)[nH]c2=O)C(NC(=O)c2cccs2)(C(F)(F)F)C(=O)N3)cc1OC (stereo not given)	-26%	0.1	84	0.2%	9%	2.1%	-0.1%	4%	9%	-38%
c1ccc(Nc2nc(-c3ccncc3)cs2)cc1	-20%	1.2	46	0.4%	9%	-0.8%	0.5%	2%	5%	-20%
O=C(NN1C(=O)/C(=C/c2ccc(O)cc2)SC1=S)c1cccc(O)c1	2%[20 µM]	-0.2	61	0.1%	31%	-7.4%	0.3%	-2%	4%	18%

# Laid out differently: results already given.
COc1cc(C2NCCC(=O)C2(C)C)cc(OC)c1OC (stereo not given)
  KOR beta-arrestin-1 = -8%
  NTR1 agonist = 1.2
  NTR1 agonist cell count 20 µM = 51
  UTI89 phage lysis = 1.9%[50 µM]
  MgcRacGAP inhibition = 13%
  KOR beta-arrestin-2 = 1.8%
  GPR55 beta-arrestin = -0.3%
  GPR55 LPI antagonism = 16%
  GPR35 antagonists = -5%
  NOD1 NF-kB reporter = -24%
COc1ccc(OCC(O)CN2CCN(c3ccccc3)CC2)cc1 (stereo not given)
  KOR beta-arrestin-1 = -40%[20 µM]
  NTR1 agonist = -0.3
  NTR1 agonist cell count 20 µM = 37
  UTI89 phage lysis = 0.2%
  MgcRacGAP inhibition = 2%
  KOR beta-arrestin-2 = /
  GPR55 beta-arrestin = -0.1%
  GPR55 LPI antagonism = -2%
  GPR35 antagonists = 2%
  NOD1 NF-kB reporter = -16%

# Following part:
compound	KOR beta-arrestin-1	NTR1 agonist	NTR1 agonist cell count 20 µM	UTI89 phage lysis	MgcRacGAP inhibition	KOR beta-arrestin-2	GPR55 beta-arrestin	GPR55 LPI antagonism	GPR35 antagonists	NOD1 NF-kB reporter
CCOC(=O)Cn1c(=O)oc2cc(S(=O)(=O)N3CCn4c3nc3ccccc34)ccc21	/	-1.1	58	-0.1%	2%	/	-0.3%	4%	5%	0%
CCNC(=O)CSc1nc(-c2ccc(F)cc2)cs1	-19%	0.4	49	-0.8%	-5%	-1.4%	-0.6%	-7%	3%	-35%
CCc1ccc(NC(=O)N(CCOC)C2CCN(C(C)=O)CC2)cc1	-1%	0.0	67	3.1%	8%	-1.1%	-0.1%	0%	-6%	-12%
CN(Cc1ccccc1)C(=O)c1nc2ccccn2c1CN1CCc2sccc2C1	14%	1.5	45	-3.2%	2%	-0.4%	0.0%	10%	-6%	-23%
CC(C)(C)C(=O)NC1(C(F)(F)F)C(=O)Nc2c1c(=O)[nH]c(=O)n2Cc1ccco1 (stereo not given)	-13%	1.1	89	3.6%	-1%	/	0.1%	1%	3%	8%
COc1cccc(C(=O)N2CCC(n3nccc3NC(=O)C(OC)c3ccccc3)CC2)c1 (stereo not given)	13%	0.2	70	0.0%	4%	2.9%	-0.1%	6%	11%	-23%
COc1cccc(/C=N/NC(N)=S)c1OCc1cccc(Cl)c1	-44%	0.7	81	0.2%	7%	4.4%	-0.2%	6%	-3%	-22%
c1ccc2c(c1)NC(c1ccncc1)n1c-2nc2ccccc21 (stereo not given)	43%	2.1	55	3.4%	9%	-3.5%	0.4%	6%	-1%	-2%
Cc1cccc(C)c1NC(=O)C(c1cccc([N+](=O)[O-])c1)N(C)C(=O)c1ccccn1 (stereo not given)	-31%	0.4	61	1.6%[50 µM]	5%	-6.8%	0.4%	2%	-4%	28%
C=CCN1C(=O)/C(=C/c2ccc(O)cc2)S/C1=N/c1nccs1	-8%	8.5	49	0.2%	15%	4.5%	0.1%	2%	1%	8%
CCCCc1cc(=O)oc2cc(C)cc(O)c12	-18%	0.6	76	-0.7%	-1%	0.6%	-0.1%	4%	11%	39%
Cc1cccc(C(=O)n2c(=S)nc3ccccn32)c1	-55%	-0.1	83	0.5%	8%	1.2%	-0.1%	3%	7%	-106%
Cc1ccc(S(=O)(=O)N2CCN3CCCC3C2)cc1 (stereo not given)	1%	-0.4	58	0.9%	1%	1.2%	0.3%	12%	0%	-27%
O=C(c1cc2c(s1)-c1ccccc1S(=O)(=O)C2)N1CCN(Cc2ccccc2)CC1	1%	1.7	58	-1.4%	5%	-0.2%	-0.1%	9%	27%	24%
Cc1ccc(S(=O)(=O)N2C(=S)SCC2(C)C)cc1	-7%	/	/	/	/	11%	0.2%	2%	1%	-6%
CCCn1c(=O)c2ccccc2n2c(SCC(=O)NCc3cccs3)nnc12	12%	-0.5	70	0.7%	9%	1.4%	-0.1%	-3%	6%	-15%
COc1ccc(N(CC(=O)N2CCCC(C)C2)S(=O)(=O)c2c(C)nn(C)c2C)cc1 (stereo not given)	-12%	2.5	58	-1.6%	0%	2.6%	-0.2%	19%	6%	-2%
COc1cc(C(=O)NCC(C)(C)CNC(=O)c2cc(OC)c(OC)c(OC)c2)cc(OC)c1OC	-18%	0.3	60	i	2%	-1.2%	0.4%	16%	4%	-15%
COc1cccc(N2CCN(C(=O)c3ccc(-c4ccccc4)cc3)CC2)c1	-2%	-0.6	102	0.1%	8%	2.8%	0.0%	0%	1%	-10%
C=C1c2cc(CC)ccc2NC(=O)N1c1ccc(C)cc1	6%	1.2	58	-13%	-4%	-10%	0.2%	0%	-1%	-4%
COc1ccc(-n2c(C)nc3c(cnn3-c3ccc(C)c(C)c3)c2=O)cc1	39%	6.2	89	0.3%	2%	-1.6%	-0.2%	0%	-1%	-28%
COc1ccccc1N1CCN(CC(=O)c2c[nH]c3ccccc23)CC1	-6%	-0.1	58	-0.3%	-6%	1.6%	-0.1%	-3%	-2%	-2%
O=C(O)c1[nH]c2ccccc2c1C(c1cc(Br)ccc1O)c1c(C(=O)O)[nH]c2ccccc12	3%[20 µM]	0.3	56	i	18%	2.5%	-0.1%	-1%	-9%	77%*
COc1ccc(OC/C(O)=C(\C#N)c2nc3ccccc3[nH]2)cc1	-13%	4.0	64	0.0%	4%	2.4%	-0.2%	4%	-2%	-23%
COc1ccc(C(CC(=O)NCc2ccccc2)Sc2n[nH]c(-c3ccc(Cl)cc3)n2)cc1 (stereo not given)	-274%	1.6	58	-0.2%	4%	22%	-0.3%	1%	-18%	-6%
CN(C)S(=O)(=O)c1ccc(NC(=O)COC(=O)C2COc3ccccc3O2)cc1 (stereo not given)	29%	-1.4	78	-0.7%	5%	-4.7%	0.1%	6%	-5%	-34%
COc1cccc(CCNC(=O)CCc2nnc(-c3ccc4c(c3)OCO4)o2)c1	8%	-0.2	61	1.8%	11%	0.7%	-0.1%	1%	-4%	-31%
O=C(NC(=S)NNC(=O)c1ccco1)c1ccc(F)cc1	4%	0.5	62	0.5%	-1%	4.7%	-0.1%	14%	7%	-5%
